M. tuberculosis – growth inhibition of non-replicating M. tuberculosis (AID 488890); inhibition, % at 25 µM; hits with a dose series show IC50 in µM; actives 0.39% (n = 320,000); Mycobacterium tuberculosis non-replicating, growth inhibition; higher % means a stronger effect; in the data active means a potency from the dose series; inconclusive means inhibition mostly from about 82% at the one dose, without a potency; inactive means the rest, 99 in 100 with inhibition below about 76%;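 further: plate controls were DMSO cells for no effect and high antibiotic wells for full effect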
PhoP GFP inhibition – Inhibition of PhoP regulon, Salmonella typhi GFP reporter cells, confirmation, 4 h (AID 1850). Salmonella Typhi PhoP-promoter GFP reporter, fluorescence, 4 h; higher % means a stronger effect. inhibition, % at 50 µM; hits with a dose series show IC50 in µM. actives 0.33% (n = 310,000); in the data active means a potency from the dose series; inconclusive means inhibition mostly from about 25% at the one dose, without a potency; inactive means the rest, 99 in 100 with inhibition below about 19%;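 further: 0% = induced wells with vehicle and 100% = uninduced wells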
M. tuberculosis HTS – M. tuberculosis growth inhibition, HTS (AID 449762); M. tuberculosis H37Rv growth inhibition, 7H9 media; higher % means a stronger effect; inhibition, % at 25 µM, or IC50 in µM where a hit was titrated; actives 0.59% (n = 330,000); in the data active means a potency from the dose series; inconclusive means inhibition above about 70% without an active follow-up result;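 further: bacterial growth assessed after seven days of incubation; strong numbers were not always called active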
H1N1 NS1A inhibition – H1N1 influenza NS1A inhibitors, functional cell based assay (AID 504329); NS1A functional cell-based assay, percent inhibition; higher % means a stronger effect; inhibition, % at 12.5 µM; hits with a dose series show IC50 in µM; actives 0.3% (n = 340,000); in the data active means a potency from the dose series; inconclusive means inhibition above about 27% without an active follow-up result; further: strong numbers were not always called active
VEEV TC-83 Vero – inhibitors of VEEV TC-83 cytopathic effect, confirmation, Vero cells (AID 588727); Vero cells, VEEV TC-83 cytopathic effect inhibition; higher % means a stronger effect; inhibition, % at 20 µM, or IC50 in µM where a hit was titrated; actives 0.13% (n = 350,000); in the data active means a potency from the dose series; inconclusive means inhibition mostly from about 14% at the one dose, without a potency; inactive means the rest, 99 in 100 with inhibition below about 12%; further: strong numbers were not always called active
VEEV TC-83 Vero 10K pilot screen – further read-out of VEEV TC-83 Vero, marked with its call; inhibition, %; measured here: 10K pilot screen inhibition
Starred values were filed as active, the others as inactive; i = inactive; ? = inconclusive; · = not tested or not shown.

SMILES	M. tuberculosis	PhoP GFP inhibition	M. tuberculosis HTS	H1N1 NS1A inhibition	VEEV TC-83 Vero	others
CCc1ccc(-c2cc(C)no2)cc1S(=O)(=O)N1CCOc2ccc(C)cc21	-7%	-4%	1%	-7%	3.6%
Cc1c(CC(=O)NCCCC(=O)O)c(=O)oc2cc3occ(-c4ccccc4)c3cc12	-17%	-11%	-4%	7%	0.6%
COc1cc(NC(=O)COC(=O)/C=C/c2c(C)nn(-c3ccc(F)cc3)c2Cl)cc(OC)c1	4%	-9%	4%	-11%	0.9%
COc1ccc(N(CC(=O)NCCSCc2cccc(Cl)c2)S(C)(=O)=O)cc1Cl	11%	-1%	7%	-6%	0.4%
CC(C)OC(=O)CSc1nc2cccnc2n1-c1ccc(F)cc1	62%	-10%	-2%	1%	5.7%
O=[N+]([O-])c1ccc(Oc2ccc(F)cc2Br)c2ccncc12	49%	-1%	3%	13%	5.2%
C=CC[C@]12C=C(OC)C(=O)C=C1O[C@@H](c1ccc3c(c1)OCO3)[C@H]2C	19%	10%	-6%	-10%	0.2%
O=C(O)CCn1c(=O)n(CCC(=O)O)c(=O)n(CCC(=O)O)c1=O	14%	1%	-5%	-3%	0.2%
[O-][n+]1onc2c1CCc1nnccc1-2	3%	-1%	-5%	8%	1.6%
CC[C@H]1C/C=C\Cc2ccccc2[C@@H](C(=O)C[C@@H](O)CC(C)=O)OC1=O	7%	·	3%	-3%	2.0%
COc1cccc(C2=CC(=O)C[C@H](c3ccc(Cl)cc3)C2)c1	-9%	·	9%	5%	i
CS(=O)(=O)Oc1ccc2c(c1)O/C(=C\c1cccc([N+](=O)[O-])c1)C2=O	2%	8%	13%	7%	0.7%
O=C(CCCn1c(=O)oc2ccccc21)Nc1cccnc1	-18%	0%	-5%	2%	i
Cc1cccc(NS(=O)(=O)c2ccc(C(=O)N3CC(C)OC(C)C3)cc2)c1C (centres undefined)	7%	-2%	-7%	-9%	1.5%
COc1ccc(OC)c(C=Nc2ccccc2-c2nc3ccccc3[nH]2)c1	4%	-7%	-5%	23%	0.1%
COc1ccccc1C1=Nn2c(COc3ccccc3)nnc2SC1	45%	-17%	9%	·	·
COC(=O)c1oc2ccc(Br)cc2c1NC(=O)c1ccccc1	-9%	-2%	4%	-2%	1.1%
CC1(NC(=O)Nc2cc([N+](=O)[O-])ccc2O)CCS(=O)(=O)C1 (centres undefined)	-3%	·	-3%	-5%	0.3%
Cc1ccc(N2CC(C(=O)OCC(=O)c3c(N)n(CC(C)C)c(=O)n(C)c3=O)CC2=O)cc1 (centres undefined)	4%	-1%	3%	-20%	3.7%
COc1cc(NC(=O)CN2CCCCC2)c(C)cc1[N+](=O)[O-]	-23%	-5%	3%	-10%	1.1%
Cc1nc(SCc2ccc(F)cc2)c2oc3ccccc3c2n1	?	12%	2%	-8%	4.2%
CCCCn1c(/C=C/c2ccco2)nc2ccccc21	8%	-8%	8%	1%	1.4%
CCCOc1ccc(NC2=CC(=O)CC(C)(C)C2)cc1	14%	-5%	1%	0%	0.2%
COc1ccc(NC(=O)CN2CCN(c3ccccc3)CC2)cc1	6%	0%	-1%	1%	0.6%
CC(C)N(C(=O)CSc1nnc(CN2CCCCCC2=O)n1-c1ccccn1)C(C)C	24%	23%	5%	-1%	0.4%
C=CCN(CC=C)C(=O)C(=O)c1cc(C)n(-c2ccc([N+](=O)[O-])cc2)c1C	15%	-14%	-6%	15%	i
COc1ccc(Cl)cc1NC(=O)C(C)OC(=O)Cn1cc(C(F)(F)F)ccc1=O (centres undefined)	-3%	·	5%	-10%	0.1%
Cc1ccnc(NC(=O)c2cccc(NC(=O)CC3SC(N4CCCCC4)=NC3=O)c2)c1 (centres undefined)	41%	·	8%	-6%	1.6%
COc1ccc(Cc2nnc(SCC(=O)c3cccc([N+](=O)[O-])c3)n2C)cc1	30%	-6%	7%	-8%	0.4%
Cn1c2ccccc2c2cc(C(=O)N3CCN(CCO)CC3)sc21	-2%	5%	3%	2%	i
CC(=O)c1c(C)[nH]c(C(=O)OCC(=O)Nc2cccnc2Cl)c1C	2%	·	-1%	2%	6.1%
COc1ccccc1C(=O)Nc1ccc2c(c1)nc(CCNC(=O)c1ccco1)n2C	-17%	13%	-2%	-12%	0.8%
Clc1ccccc1CSc1snnc1-c1ccccc1	5%	3%	2%	-5%	i
O=C(Cc1c[nH]c2ccccc12)OCCOC(=O)Cc1c[nH]c2ccccc12	3%	7%	1%	-10%	8.3%
OC(COC(c1ccc(F)cc1)c1ccc(F)cc1)CN1CCCC(C(F)(F)F)C1 (centres undefined)	3%	-12%	5%	20%	i
Cc1ccc(C2(C)NC(=O)N(CC(=O)Nc3cc(S(=O)(=O)N4CCOCC4)ccc3OC(C)C)C2=O)cc1 (centres undefined)	·	·	·	-3%	8.7%
Cc1ccc(NC(=O)c2ccc(OC(F)F)cc2)cc1S(=O)(=O)N(C)C	22%	1%	-4%	2%	0.1%
CCN1C(=O)[C@@H]2[C@@H](c3ccc(-c4ccc(OC)cc4)c(OC)c3)N3CCCC[C@@]3(C(=O)OC)[C@@H]2C1=O	13%	-1%	-1%	7%	1.5%
Cc1ccc2nc(NC(=O)c3ccc(OCC4CCCO4)cc3)sc2c1 (centres undefined)	48%	-16%	7%	1%	5.2%
OCCC1CN(Cc2ccon2)CCN1Cc1ccccc1 (centres undefined)	-9%	3%	-2%	0%	0.6%
CCCCN(CCCC)C(=O)C[n+]1cccc(/C=N/O)c1	-3%	-3%	2%	-3%	1.1%
Cc1ccc(/C=N/NC(=O)CSc2ccccn2)o1	2%	20%	-2%	10%	i
COc1ccc(C(=O)NCCn2ccc3ccccc32)cc1	41%	0%	5%	2%	1.4%
c1ccc(-c2cc(-c3ccccc3)ncn2)cc1	27%	5%	-4%	-4%	5.6%
Cc1c(NC(=O)CN2c3ccccc3CC2C)c(=O)n(-c2ccccc2)n1C (centres undefined)	1%	4%	-6%	-2%	i
CC(=O)Nc1ccc(N2CCCC2)cc1	-6%	10%	-8%	11%	2.0%
N/C(=N\OCc1ccc([N+](=O)[O-])cc1)c1ccncc1	-8%	3%	7%	7%	0.7%	VEEV TC-83 Vero 10K pilot screen=0.9
O=C1CCC(=O)N1CCSC(=S)N1CCSCC1	-17%	0%	7%	5%	i
Cc1ccc2c(CN3CC(C)CC(C)C3)cc(=O)oc2c1 (centres undefined)	15%	-1%	3%	-14%	0.9%
COc1ccc(CCN2CCC(CN3C(=S)NC[C@@H]3CC(C)C)CC2)cc1OC	·	·	·	1%	1.9%
COc1ccc(N2CCN(c3nc4c(c(=O)n(C)c(=O)n4C)n3Cc3ccccc3)CC2)cc1	14%	5%	?	8%	7.8%
COc1cc2c(cc1OC)CN(C(=O)C1CCCN1S(=O)(=O)c1ccc(C)cc1)CC2 (centres undefined)	-3%	-5%	1%	-1%	1.5%
O=C(N=C1SC2CS(=O)(=O)CC2N1c1ccccc1)c1cccc([N+](=O)[O-])c1 (centres undefined)	1%	·	8%	-9%	2.4%
O=C1CC(NCc2ccc(F)cc2)C(=O)N1c1ccccc1 (centres undefined)	-7%	6%	8%	-1%	0.7%
O=C(Nc1c[nH]c(=O)[nH]c1=O)c1cccc(F)c1	-6%	-2%	0%	-15%	i
N#Cc1ccc(S(=O)(=O)N2CCN(C(=O)c3cn(-c4ccccc4)nc3-c3cccnc3)CC2)cc1	·	·	·	-6%	0.1%
CCN1C(=O)C(CC(=O)Nc2ccc(F)cc2)N(CCc2ccc(OC)cc2)C1=S (centres undefined)	20%	5%	-2%	3%	1.3%
CCN(C[C@H]1N[C@@](CC)(C(=O)OC)[C@H]2C(=O)N(Cc3ccccc3)C(=O)[C@@H]12)C(=O)Nc1ccc(C)cc1	-4%	·	9%	16%	0.7%
Clc1ccc(-n2cccc2/C=N/n2cnnc2)cc1	-6%	-2%	-2%	-6%	0.3%
CCCCc1ccc(NC(=S)N2CCN(c3ccccn3)CC2)cc1	42%	3%	6%	1%	0.7%

Of the compounds above, 2 have a CF3 group:
SMILES	M. tuberculosis	PhoP GFP inhibition	M. tuberculosis HTS	H1N1 NS1A inhibition	VEEV TC-83 Vero	others
COc1ccc(Cl)cc1NC(=O)C(C)OC(=O)Cn1cc(C(F)(F)F)ccc1=O (centres undefined)	-3%	·	5%	-10%	0.1%
OC(COC(c1ccc(F)cc1)c1ccc(F)cc1)CN1CCCC(C(F)(F)F)C1 (centres undefined)	3%	-12%	5%	20%	i

5 records picked at random from those above:
SMILES	M. tuberculosis	PhoP GFP inhibition	M. tuberculosis HTS	H1N1 NS1A inhibition	VEEV TC-83 Vero	others
O=C(N=C1SC2CS(=O)(=O)CC2N1c1ccccc1)c1cccc([N+](=O)[O-])c1 (centres undefined)	1%	·	8%	-9%	2.4%
N/C(=N\OCc1ccc([N+](=O)[O-])cc1)c1ccncc1	-8%	3%	7%	7%	0.7%	VEEV TC-83 Vero 10K pilot screen=0.9
Cc1c(NC(=O)CN2c3ccccc3CC2C)c(=O)n(-c2ccccc2)n1C (centres undefined)	1%	4%	-6%	-2%	i
c1ccc(-c2cc(-c3ccccc3)ncn2)cc1	27%	5%	-4%	-4%	5.6%
CCCCc1ccc(NC(=S)N2CCN(c3ccccn3)CC2)cc1	42%	3%	6%	1%	0.7%

Next part.
SMILES	M. tuberculosis	PhoP GFP inhibition	M. tuberculosis HTS	H1N1 NS1A inhibition	VEEV TC-83 Vero	others
O=C(Nc1sc2c(c1C(=O)O)CCC2)C(=O)N1CCOCC1	2%	-2%	2%	7%	i
Cc1[nH]oc(=O)c1N=Nc1c(Cl)cccc1Cl	66%	13%	19%	0%	i
CC1=C(C(=O)NCc2ccccc2)C(c2cccnc2)n2ncnc2N1 (centres undefined)	13%	-12%	5%	-21%	0.4%
O=C(CCC(=O)N(CC(=O)NC1CCCC1)Cc1ccccc1Cl)Nc1nccs1	-2%	-6%	5%	8%	1.4%
Cc1ccc(N2C(=S)NC3c4cc(Cl)ccc4OC2(C)C3C(=O)N(C)C)cc1 (centres undefined)	21%	5%	1%	0%	0.4%
COc1cccc(NC(=O)C2CSC3(C)CCC(=O)N23)c1 (centres undefined)	9%	9%	-3%	-14%	0.9%
CC1=N/C(=C\c2ccccc2Cl)C(=O)O1	-7%	3%	-3%	-1%	i
CCN(CC)S(=O)(=O)c1ccc(C(=O)OCC(=O)N2CCN(C(=O)c3ccco3)CC2)cc1	-8%	8%	-6%	0%	1.0%
CCC1CCCN1Cn1cnc2c([nH]c3ccc(C)cc32)c1=O (centres undefined)	0%	-7%	-2%	-3%	i	VEEV TC-83 Vero 10K pilot screen=1.7
Cc1cc(C)n2nc(C(=O)N/N=C/c3cccs3)nc2n1	-1%	-7%	0%	-5%	i
CC1(C)C(=O)Nc2ccccc2N1C(=O)COC(=O)C12CC3CC(CC(O)(C3)C1)C2	5%	-7%	·	11%	4.3%
COc1ccc(Nc2nc(N)c([N+](=O)[O-])c(N3CCCC3)n2)cc1	63%	-6%	?	6%	4.7%
N#CC1=C(N)N(c2ccccc2)C(c2ccco2)C1(C#N)C#N (centres undefined)	7%	-1%	5%	4%	1.3%
COc1ccc(S(=O)(=O)N2CCC(C(=O)NCCC(=O)NCc3ccncc3)CC2)cc1	6%	7%	0%	-1%	i
COc1cc(C2c3cc4c(cc3OC(N3CCCCC3)C2C)OCO4)cc(OC)c1O (centres undefined)	·	·	·	-20%	1.1%
COc1ccc(Nc2nc(C(=O)N3CCc4ccccc4C3)cs2)cc1	29%	-15%	-2%	4%	6.4%
COc1ccc(-c2cc(=O)[nH]c(=S)[nH]2)cc1	0%	-2%	0%	0%	2.9%
CCCCC(=O)Nc1ccc(Cl)cn1	-3%	-1%	7%	-6%	i
CC(NC(=O)c1ccco1)C(=O)O (centres undefined)	6%	·	-5%	-4%	1.6%
Cc1nnc(NC(=O)CSc2nnc(Cc3cccn3C)n2-c2cccc(C)c2C)s1	23%	-8%	1%	·	·
CCCn1c(=O)c(C(=O)c2ccccc2)nc2ccccc21	16%	-2%	-2%	-9%	i
C/C=C(\C)C(=O)OC1c2c(ccc3ccc(=O)oc23)OC(C)(C)C1OC(C)=O (centres undefined)	0%	-9%	0%	-3%	7.9%
COC(=O)c1ccc(NC(=O)CN(C2CCCCC2)S(C)(=O)=O)cc1	3%	-3%	-13%	9%	0.9%
Cc1nnc(SCC(=O)N2c3ccccc3CC2C)[nH]c1=O (centres undefined)	12%	-4%	2%	-1%	1.4%
O=C(Nc1ccc(Br)cc1)c1cccc(NC(=O)C2C3CC4OC(=O)C2C4C3)c1 (centres undefined)	20%	1%	-1%	4%	3.8%
O=C(c1cc2nc(-c3ccccc3)cc(C(F)(F)F)n2n1)N1CCOCC1	-13%	1%	1%	-4%	0.6%

Screening results (PubChem)
